Bioassay records deposited in PubChem by several laboratories.
Rv3671c inh: Rv3671c (M. tuberculosis) protease inhibition. 320,000 tested, 0.048% active. P9WHR9. inhibition, % at 5.96 µM; in the data active means inhibition above about 38%;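 further: extracellular domain of Rv3671c used as enzyme; 0% = enzyme with DMSO and 100% = no enzyme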
Target sequence (P9WHR9 whole entry, looked up, the tested form may be a part): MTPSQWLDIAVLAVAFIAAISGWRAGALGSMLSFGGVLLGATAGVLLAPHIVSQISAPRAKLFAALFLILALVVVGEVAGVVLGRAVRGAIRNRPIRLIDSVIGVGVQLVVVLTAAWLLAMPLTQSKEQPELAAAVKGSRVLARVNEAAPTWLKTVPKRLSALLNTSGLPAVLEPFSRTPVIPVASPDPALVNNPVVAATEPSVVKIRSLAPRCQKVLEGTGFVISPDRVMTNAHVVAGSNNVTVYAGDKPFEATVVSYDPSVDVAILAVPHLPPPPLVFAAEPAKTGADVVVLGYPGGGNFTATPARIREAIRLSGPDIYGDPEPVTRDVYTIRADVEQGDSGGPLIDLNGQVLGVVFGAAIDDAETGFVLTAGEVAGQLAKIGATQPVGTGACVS
MazEF act: increases E. coli MazEF RNase cleavage of RNA | FAM/BHQ RNA-DNA oligo cleavage fluorescence, 5 h | activation, % at 20 µM | P0AE70 | 350,000 tested, 0.32% active; in the data active means activation above about 50%
Target sequence (P0AE70 whole entry, looked up): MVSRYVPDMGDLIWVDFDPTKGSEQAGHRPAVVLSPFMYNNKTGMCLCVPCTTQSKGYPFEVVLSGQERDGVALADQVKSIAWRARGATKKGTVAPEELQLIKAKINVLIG
BioA inh: inhibitors of Mycobacterium tuberculosis BioA enzyme | inhibition, % at 9.99 µM | purified M. tuberculosis BioA enzyme, plate reader | 360,000 tested, 0.096% active | AID 602481; in the data active means inhibition above about 40%
PriA SSB inh: K. pneumoniae PriA-SSBct interaction inhibition | inhibition, % at 33 µM | AlphaScreen SSBct-PriA binding, biotinylated peptide | 430,000 tested, 0.6% active | AID 1272365; in the data active means inhibition mostly above about 37%, no sharp cut-off; inactive means mostly below about 20%;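 further: plate controls were negative control peptide for no effect and reference peptide for full effect; strong numbers were not always called active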
FBA Mtb inh: Mtb fructose-bisphosphate aldolase inhibition | P9WQA3 | purified M. tuberculosis FBA, fluorescence read-out | inhibition, % at 1 µM | 360,000 tested, 2.3% active | AID 588726; in the data active means inhibition above about 27%;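 further: 0% = vehicle and 100% = reference inhibitor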
Target sequence (P9WQA3 whole entry, looked up): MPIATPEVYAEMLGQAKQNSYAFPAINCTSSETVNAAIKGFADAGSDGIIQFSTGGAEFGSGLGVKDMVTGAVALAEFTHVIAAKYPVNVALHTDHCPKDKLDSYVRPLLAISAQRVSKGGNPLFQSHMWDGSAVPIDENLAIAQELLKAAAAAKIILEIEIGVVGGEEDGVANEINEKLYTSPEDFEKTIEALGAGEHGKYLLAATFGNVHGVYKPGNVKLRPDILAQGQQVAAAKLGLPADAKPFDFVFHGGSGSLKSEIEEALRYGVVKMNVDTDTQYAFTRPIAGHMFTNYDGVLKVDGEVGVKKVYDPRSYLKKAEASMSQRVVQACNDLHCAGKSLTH
VHR inh abs: blocks human VHR1 dual specificity phosphatase. P51452. recombinant VHR phosphatase, pNPP absorbance. inhibition, % at 13.3 µM. 290,000 tested, 0.52% active. AID 1654; in the data active means inhibition above about 50%; further: some compounds called inactive have numbers as strong as hits
Target sequence (P51452 whole entry, looked up): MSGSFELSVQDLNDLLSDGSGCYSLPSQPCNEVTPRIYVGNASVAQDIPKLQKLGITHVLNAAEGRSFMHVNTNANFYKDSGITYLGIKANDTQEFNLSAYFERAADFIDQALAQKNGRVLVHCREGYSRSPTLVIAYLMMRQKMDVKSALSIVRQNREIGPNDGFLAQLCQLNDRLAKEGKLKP
Vc quorum ag: quorum light induction in luxS cqsA deficient V. cholerae; activation, % at 18.7 µM; AID 588436; 350,000 tested, 0.16% active; V. cholerae BH1578 lux reporter, luminescence, 6 h; in the data active means activation mostly above about 9.7%, no sharp cut-off; further: not every result past the cut was called active; inactives centre near 0; reference of the scale not given here
GDH-TPI counter: counter-screen for M. tuberculosis FBA inhibitors: GDH-TPI coupled enzymes. GDH-TPI coupled enzyme counterscreen, NADH absorbance. inhibition, % at 4.8 µM. 360,000 tested, 1.2% active. AID 588335; in the data active means inhibition above about 30%;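 further: 0% = DMSO wells and 100% = wells lacking the enzyme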
Mtb UGM inh: Mtb UDP-galactopyranose mutase inhibition | 320,000 tested, 0.06% active | purified UGM, fluorescence polarization probe displacement | AID 504406 | inhibition, % at 10 µM; in the data active means inhibition above about 10%, passing the limit was not always enough
SARS 3CLpro inh: SARS-CoV 3CLpro protease inhibition; AID 1706; 290,000 tested, 0.14% active; inhibition, % at 6 µM; recombinant SARS-CoV 3CLpro, quenched FRET peptide cleavage; in the data active means inhibition above about 12%
Numbers without * were called inactive; i = inactive; nt = no result given; & = joins results of further samples. An excerpt; count on the stated rates, not on these rows.

SMILES | Rv3671c inh | MazEF act | BioA inh | PriA SSB inh | FBA Mtb inh | VHR inh abs | Vc quorum ag | GDH-TPI counter | Mtb UGM inh | SARS 3CLpro inh
COCCNC(=O)C(c1ccc(F)cc1)N(C(=O)CCC(=O)Nc1nccs1)c1ccc(C)cc1 (centres undefined) | 13 | 6 | nt | -2 | 2 | 15 | -0.2 | 8 | -0.7 | -1
COC(=O)C1CCN(S(=O)(=O)c2c[nH]c(=O)[nH]c2=O)CC1 | nt | 6 | 0.0 | nt | 1 | nt | -1.5 | 12 | nt | nt
COc1ccc(OC)c(C(c2nnnn2CCc2ccccc2)N2CCC(C(N)=O)CC2)c1 (centres undefined) | -3 | 1 | -0.5 | -4 | 3 | 21 | -14 | -3 | 1.9 | -8
N#CCC(=O)N/N=C/c1cn(Cc2ccccc2C#N)c2ccccc12 | -6 | 8 | -1.1 | i | 4 | 33 | -0.9 | 21 | -1.3 | -3
COc1ccccc1-c1csc(C(O)c2cccc(Cl)c2)n1 (centres undefined) | nt | nt | -0.5 | nt | 2 | nt | -0.6 | 13 | nt | nt
O=C(NCC1CCCO1)C(C(=O)c1ccccc1)n1ccccc1=O (centres undefined) | -5 | 11 | -0.9 | -5 | 0 | 16 | -1.2 | 5 | -1.4 | 1
CN1CCN(C(=O)c2ccc(Cc3cn(C)c4ccccc34)nc2)CC1 | nt | nt | -5.6 | nt | 4 | nt | -0.4 | 9 | nt | nt
Clc1ccc(Nc2nc(-c3cccnc3)cs2)cc1 | 2 | 7 | -0.5 | -5 | 0 | 23 | nt | 11 | -1.4 | 2
Cc1ccc2ccccc2c1NC(=O)c1ccco1 | -2 | 16 | -1.5 | -10 | -5 | nt | 1.1 | -9 | 2.5 | 1
COc1ccc(-c2c(C)c3cc(O)ccc3oc2=O)cc1OC | -25 | -8 | 1.4 | -23 | 1 | -6 | -1.3 | 13 | 2.9 | 5
C(=N\N1CCN(Cc2cccc3ccccc23)CC1)/c1ccco1 | -5 | -2 | -1.2 | nt | -1 | 21 | i | -1 | -4.3 | -4
Oc1ccc(N=Nc2nccs2)c(O)c1 | -6 | -6 | 4.8 | 19 | -21 | -18 | 10 | 13 | 3.9 | 2
CN1CCC(C)(C(=O)Nc2cccc3c2CCCC3)C1 (centres undefined) | nt | nt | -0.9 | nt | -3 | nt | -1.2 | -4 | nt | nt
C[C@H](CO)N1C[C@H](C)[C@@H](CN(C)Cc2ccccc2)Oc2c(NC(=O)c3ccncc3)cccc2C1=O | 7 | -2 | -1.4&0.1 | -4 | -2 | nt | i | 0 | nt | nt
CC(C)Oc1ccc(C(=O)Nc2ccccc2N2CCOCC2)cc1 | 0 | -3 | -0.2 | 0 | 0 | 21 | -0.6 | 5 | -1.6 | 1
Cc1ccc(NC(=O)c2cc3c(CO)cnc(C)c3oc2=Nc2cccc(C(N)=O)c2)cc1 | 6 | 8 | -1.0 | 7 | 3 | 18 | i | -12 | -0.3 | 1
O=C(Nc1cccc(S(=O)(=O)N2CCCCC2)c1)c1ccc(OCC2CCCO2)cc1 (centres undefined) | -15 | 4 | -1.3 | -10 | 0 | 20 | i | 11 | 2.0 | 2
CCCCNC(=O)c1cc2nc(-c3ccccc3)cc(C(F)(F)F)n2n1 | -5 | 8 | -1.2 | -10 | 0 | 34 | i | 2 | 1.2 | 0
COc1ccccc1CNC(=O)C1CCN(S(=O)(=O)N2CC(C)CC(C)C2)CC1 (centres undefined) | 1 | -5 | nt | -5 | -1 | -12 | i | 1 | -2.2 | -1
CC1CCCC(NC(=O)Cn2c(Cl)nc3c2c(=O)n(C)c(=O)n3C)C1C (centres undefined) | -3 | 2 | -1.4 | -6 | 0 | nt | i | 6 | 1.9 | nt
Cc1ccccc1-c1noc(CCC(=O)NCCc2ccccc2)n1 | -2 | 1 | -0.7 | 6 | 1 | -2 | -1.6 | 15 | 1.2 | 1
CC1(C(=O)NS(=O)(=O)c2cccc(Cl)c2)CCN1C(=O)CC1CC1 (centres undefined) | nt | nt | -0.1 | nt | 2 | nt | i | 2 | nt | nt
COc1ccc(N(CC(=O)Nc2c(C)n(C)n(-c3ccccc3)c2=O)S(=O)(=O)c2ccccc2)cc1OC | -12 | 1 | nt | 7 | 0 | 42 | -0.1 | 2 | 0.1 | -3
O=C(N/N=C/c1sc(N2CCCCC2)nc1-c1cccs1)c1cccnc1 | 30 | -178 | 1.8 | nt | -1 | 1 | i | 5 | 1.6 | 5

Look-ups from the results shown.
In SARS 3CLpro inh, `Cc1ccccc1-c1noc(CCC(=O)NCCc2ccccc2)n1` has 1
In GDH-TPI counter, `CC1CCCC(NC(=O)Cn2c(Cl)nc3c2c(=O)n(C)c(=O)n3C)C1C` (centres undefined) has 6

(continued)
SMILES | Rv3671c inh | MazEF act | BioA inh | PriA SSB inh | FBA Mtb inh | VHR inh abs | Vc quorum ag | GDH-TPI counter | Mtb UGM inh | SARS 3CLpro inh
C#CCOC(=O)Nc1ccc(=O)n(Cc2c(Cl)cccc2Cl)c1 | -1 | 4 | 1.4 | 3 | 7 | -2 | nt | 10 | 3.2 | -1
COc1cc(CN2CCC(C(=O)NC3CCCC3)CC2)ccc1O | -2 | 9 | -0.1 | 0 | -1 | 13 | -0.7 | 2 | -0.7 | 4
O=C(Cn1c(=O)oc2cc(S(=O)(=O)N3CCCC3)ccc21)N1CCc2ccccc2C1 | 0 | 7 | 4.3 | -17 | 5 | -17 | -0.4 | 7 | -0.8 | -1
Cc1cc(C)c(S(=O)(=O)NCCn2c(C)cc3ccccc32)c(C)c1 | 4 | 4 | 0.1 | 9 | 6 | -23 | i | 3 | -3.0 | -2
COC(=O)c1ccccc1NS(=O)(=O)c1c(C)noc1C | 9 | 0 | 1.3 | -6 | -2 | -9 | -0.5 | -2 | -1.5 | -7
COc1ccc(OC)c(NC2c3ccccc3C(=O)N2c2cccnc2)c1 (centres undefined) | -1 | -4 | 0.8 | 4 | 3 | -16 | i | 0 | -1.0 | 3
O=C(Nc1ccc(OC(F)F)cc1)Nc1cccc(C(F)(F)F)c1 | -76 | 4 | 0.2 | -16 | -2 | -15 | i | -7 | -0.6 | 2
CCN1CCN(CCCNC(=O)CNC(=O)c2nn(-c3ccc(OC)cc3OC)c(=O)c3ccccc23)CC1 | 1 | 2 | -0.7 | -5 | 2 | 61 | i | -9 | 0.6 | 1
Cc1cn2c(nc(=O)c3cccnc32)s1 | -8 | 4 | nt | -7 | 36* | -5 | 1.5 | 15 | 5.2 | -2
CCOC(=O)Cc1[nH]nc2c1C(c1cccc(OC)c1OC)C(C#N)=C(N)O2 (centres undefined) | 0 | 3 | -2.1 | -4 | 2 | 0 | i | 4 | -0.3 | 2
COc1ccc(CCNC(=O)c2cc(-c3ccccc3O)n[nH]2)cc1OC | -1 | 2 | nt | -3 | -2 | 13 | -0.4 | 5 | 0.6 | -3
CC(C)(C)c1ccc(NC(=O)COc2ccc(-n3ccnc3)cc2)cc1 | -10 | 7 | nt | 17 | 1 | 21 | 0.6 | 1 | -3.0 | -2

The closing five records of the part before come first, to join the parts.
SMILES | Rv3671c inh | MazEF act | BioA inh | PriA SSB inh | FBA Mtb inh | VHR inh abs | Vc quorum ag | GDH-TPI counter | Mtb UGM inh | SARS 3CLpro inh
CCN1CCN(CCCNC(=O)CNC(=O)c2nn(-c3ccc(OC)cc3OC)c(=O)c3ccccc23)CC1 | 1 | 2 | -0.7 | -5 | 2 | 61 | i | -9 | 0.6 | 1
Cc1cn2c(nc(=O)c3cccnc32)s1 | -8 | 4 | nt | -7 | 36* | -5 | 1.5 | 15 | 5.2 | -2
CCOC(=O)Cc1[nH]nc2c1C(c1cccc(OC)c1OC)C(C#N)=C(N)O2 (centres undefined) | 0 | 3 | -2.1 | -4 | 2 | 0 | i | 4 | -0.3 | 2
COc1ccc(CCNC(=O)c2cc(-c3ccccc3O)n[nH]2)cc1OC | -1 | 2 | nt | -3 | -2 | 13 | -0.4 | 5 | 0.6 | -3
CC(C)(C)c1ccc(NC(=O)COc2ccc(-n3ccnc3)cc2)cc1 | -10 | 7 | nt | 17 | 1 | 21 | 0.6 | 1 | -3.0 | -2
Cc1nn(C(=O)c2nn(C)cc2[N+](=O)[O-])c(C)c1Br | 5 | 11 | nt | -3 | 2 | 4 | -0.4 | -3 | 0.3 | 3
FC(F)Oc1ccccc1/C=N/Nc1nc2ccccc2o1 | 13 | 6 | 0.8 | nt | 2 | -27 | -0.6 | 11 | 2.0 | 6
COc1cc(/C=C/C(=O)OCC(=O)c2c(N)n(C)c(=O)n(C)c2=O)ccc1OCC#N | -1 | 5 | nt | -11 | 9 | 8 | i | 9 | 0.8 | -1
Cc1ccc(C(=O)Nc2ccc(F)cc2)o1 | 9 | 1 | nt | -8 | -1 | -2 | -0.2 | 6 | -0.5 | -2
O=C(CSc1nnc(-c2ccncc2)n1CC1CCCO1)Nc1cccc(O)c1 (centres undefined) | -2 | -7 | 2.5 | -7 | -1 | 32 | i | -3 | 3.5 | -2
OC1CNCc2cc3c(cc21)OCCO3 (centres undefined) | 0 | nt | nt | nt | nt | 6 | nt | nt | 1.4 | -1
Cc1cccnc1NC(=O)CCc1c[nH]c2ccccc12 | 0 | -3 | 0.1 | 14 | 4 | -14 | 0.0 | 9 | -2.0 | -5
Cc1ccc(S(=O)(=O)N(C)CCCC(=O)N2CCOCC2)cc1 | -4 | 0 | 0.8 | 5&-4 | 0 | 19 | -2.1 | -4 | -1.2 | -2
CCOc1ccc(NC(=O)CSc2nnc(C(C)C)n2CC)cc1 | 5 | -14 | 0.3 | -13 | -1 | 18 | -0.9 | -6 | 0.8 | -2
COc1ccc(NS(=O)(=O)c2cc(NC(=O)c3ccc(=O)[nH]n3)ccc2C)cc1 | -9 | 6 | -1.5 | 1 | 0 | nt | -0.7 | -5 | 0.9 | nt
Cc1cc(C)n(Cc2ccc(NC(=O)c3ccc(COc4ccccc4Br)cc3)cc2)n1 | -85 | -2 | -1.5 | 14 | -1 | 23 | i | 4 | -0.3 | -1
Cc1ccc(NC(=O)CC2=NC(=O)C(CC(=O)Nc3ccccc3C)S2)cc1 (centres undefined) | -33 | 7 | 2.0 | -1 | -4 | 26 | -1.8 | 17 | -1.4 | 0
COc1ccccc1C1/C(=C(\O)c2ccc3c(c2)OCCO3)C(=O)C(=O)N1Cc1cccnc1 (centres undefined) | -10 | -5 | -0.7 | nt | 6 | 25 | i | 25 | -0.8 | 2
O=C(Nc1ccccn1)C1(c2cccs2)CCOCC1 | -11 | 5 | -1.3 | -4 | 2 | 8 | -0.2 | 8 | -1.7 | -2
CCOc1ccc(C(=O)NCC2CCCN2S(=O)(=O)c2cccs2)cc1 (centres undefined) | -1 | 1 | -0.6 | 5&0 | -1 | nt | 0.8 | 1 | -3.5 | nt
COC(=O)c1cc(=O)n2c(-c3ccccc3)csc2n1 | -4 | 6 | 1.0 | -12 | -3 | 19 | nt | 0 | 1.2 | -1
CC1Cc2cc(S(=O)(=O)N3CCC(C(=O)N4CCCCC4)CC3)ccc2N1C(=O)C1CC1 (centres undefined) | -2 | 7 | -3.9 | -5 | 3 | -7 | -13 | 12 | -1.1 | -4
CCC(C)(C(=O)NC1CCCCC1)N(Cc1cccs1)C(=O)Cc1cccs1 (centres undefined) | 0 | 0 | nt | -20 | 1 | 11 | -3.8 | -13 | -0.3 | -3
COc1ccc(OC(=O)COc2cc(C)ccc2C)cc1 | -5 | 1 | 0.2 | -15 | 0 | 16 | 0.4 | 3 | -0.8 | 0
CC(=O)c1ccc(NC(=O)CN2C(=O)NC(C)(C3CCCCC3)C2=O)cc1 (centres undefined) | -4 | -2 | 1.1 | -1 | -2 | nt | -0.6 | -3 | -0.5 | nt
COc1ccc(C(=O)Nc2ccncc2)cc1S(=O)(=O)N1CCOCC1 | -9 | 6 | 0.8 | -7 | 5 | nt | -2.0 | 8 | -1.7 | nt
CN(C)c1ccc(-c2noc(C3CCN(S(=O)(=O)c4ccc(C(=O)O)cc4)CC3)n2)cc1 | -9 | -8 | 0.8 | -2 | -2 | nt | -1.0 | 18 | 2.5 | 4
O=C(Cc1ccc(F)cc1)N/N=C/c1ccccn1 | -3 | 1 | nt | nt | -1 | -5 | i | -2 | -7.1 | 3
